TROY NFkB inh: TROY signaling inhibition. AID 1347056. Q293 LMP1-TROYcd NF-kB luciferase reporter, 4 h. inhibition, % at 10 µM. hit rate 0.98% among 360,000;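 active = compounds whose plate-normalised and pattern-corrected inhibition of the luciferase reporter signal at the single screening dose is 50% or more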
COUP-TFII inh: NR2F2 (human) inhibition, primary screen | P24468 | hit rate 0.7% among 370,000 | AID 686940 | inhibition, % at 8.6 µM | HEK293T NGFI-A luciferase reporter, luminescence;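 active = inhibition above a per-plate cutoff, mean inhibition of test wells between control levels plus 3 SD, cut at about 38% in these data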;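 also: cells cotransfected with COUP-TFII expression vector driving the NGFI-A reporter; 0% = median of COUP-TF2 test wells and 100% = reporter-only cells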
NR5A2 inv ag: inverse agonists of human LRH-1 (NR5A2); hit rate 0.13% among 360,000; O00482; HEK293T StAR-luciferase reporter, LRH-1 transfected, 24 h; inhibition, % at 3.6 µM;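 active = inhibition above the mean inhibition of all tested compounds plus 3 SD, cut at about 73% in these data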;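 also: 0% = DMSO wells and 100% = reporter-only cells lacking LRH-1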
Exocytosis inh: blocks lytic granule exocytosis. TALL-104 LAMP-1 surface exposure, flow cytometry; cells stimulated with thapsigargin and PMA. inhibition, % at 10 µM. hit rate 0.66% among 360,000. AID 651702;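 active = inhibition above about 55%, limit read from the data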
NCOA2 inhibitor: inhibits human steroid receptor coactivator 2. Q15596. HEK293 GAL4-SRC2 luciferase reporter, luminescence. inhibition, % at 9 µM. hit rate 0.17% among 370,000;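 active = inhibition above the mean inhibition of all tested compounds plus 3 SD, set per campaign, cut at about 52% in these data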;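 also: 0% = DMSO treated cells and 100% = cells given Gossypol at 36 µM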
SRC3 inh: human NCOA3 inhibition; Q9Y6Q9; HEK293 GAL4-SRC3 luciferase reporter, luminescence; inhibition, % at 3.6 µM; hit rate 0.17% among 360,000; AID 588352;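 active = inhibition above a per-campaign cutoff, the mean of all compounds plus 3 SD, cut at about 60% in these data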;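 also: 0% = DMSO-treated cells and 100% = gossypol-treated cells at 36 µM; higher means less SRC3-driven luciferase light from the GAL4 reporter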
SRC1 inh: inhibitors of human steroid receptor coactivator 1 (SRC1) | Q15788 | HEK293 GAL4-SRC1 luciferase reporter, luminescence | inhibition, % at 3.6 µM | hit rate 0.12% among 360,000 | AID 588354;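 active = inhibition above the campaign mean plus 3 SD, with each screening campaign given its own cutoff, cut at about 60% in these data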;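 also: 0% = DMSO treated cells and 100% = gossypol at 36 µM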
Target sequence (Q15788 whole entry, looked up, the tested form may be a part): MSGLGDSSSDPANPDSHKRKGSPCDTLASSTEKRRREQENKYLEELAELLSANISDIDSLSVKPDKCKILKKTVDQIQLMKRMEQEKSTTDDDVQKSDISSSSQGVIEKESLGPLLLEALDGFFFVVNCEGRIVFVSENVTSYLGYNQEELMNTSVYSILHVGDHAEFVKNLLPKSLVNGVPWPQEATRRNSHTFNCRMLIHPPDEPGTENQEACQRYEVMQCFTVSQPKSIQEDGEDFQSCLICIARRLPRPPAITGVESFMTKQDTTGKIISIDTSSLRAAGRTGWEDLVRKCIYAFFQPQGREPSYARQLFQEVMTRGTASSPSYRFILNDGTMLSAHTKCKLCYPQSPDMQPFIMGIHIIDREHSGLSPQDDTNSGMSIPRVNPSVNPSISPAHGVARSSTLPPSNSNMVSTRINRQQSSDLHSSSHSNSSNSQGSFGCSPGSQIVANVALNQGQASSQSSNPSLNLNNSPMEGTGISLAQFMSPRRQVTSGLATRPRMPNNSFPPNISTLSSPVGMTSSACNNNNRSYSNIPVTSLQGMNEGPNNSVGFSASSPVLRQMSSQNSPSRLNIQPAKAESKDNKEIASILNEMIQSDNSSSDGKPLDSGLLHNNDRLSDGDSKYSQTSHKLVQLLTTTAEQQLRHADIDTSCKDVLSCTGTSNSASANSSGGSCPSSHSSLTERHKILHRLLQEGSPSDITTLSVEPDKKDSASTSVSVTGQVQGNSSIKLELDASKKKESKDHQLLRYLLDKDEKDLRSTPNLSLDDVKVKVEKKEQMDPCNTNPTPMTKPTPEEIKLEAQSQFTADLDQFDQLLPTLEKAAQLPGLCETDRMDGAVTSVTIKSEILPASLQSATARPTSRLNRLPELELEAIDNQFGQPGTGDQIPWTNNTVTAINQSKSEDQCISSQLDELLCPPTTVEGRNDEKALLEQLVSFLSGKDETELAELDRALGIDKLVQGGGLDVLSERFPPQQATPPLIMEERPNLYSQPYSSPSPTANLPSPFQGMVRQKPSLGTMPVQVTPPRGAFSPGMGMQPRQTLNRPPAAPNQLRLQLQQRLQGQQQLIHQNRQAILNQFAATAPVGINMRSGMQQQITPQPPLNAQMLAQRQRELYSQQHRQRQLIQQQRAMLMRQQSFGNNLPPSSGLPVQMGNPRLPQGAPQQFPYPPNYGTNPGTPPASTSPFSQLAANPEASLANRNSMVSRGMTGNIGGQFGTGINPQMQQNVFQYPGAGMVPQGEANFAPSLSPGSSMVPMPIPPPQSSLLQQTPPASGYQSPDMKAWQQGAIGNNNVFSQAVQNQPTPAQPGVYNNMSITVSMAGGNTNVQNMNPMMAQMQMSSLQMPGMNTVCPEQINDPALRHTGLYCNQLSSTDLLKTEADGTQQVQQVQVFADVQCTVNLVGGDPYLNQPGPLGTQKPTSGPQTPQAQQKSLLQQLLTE
ABHD5-PLIN5 inh: inhibitors of human ABHD5-perilipin-5 interaction. Split G. princeps luciferase complementation, luminescence, 4 h. inhibition, % at 4 µM. hit rate 0.78% among 360,000. AID 602281;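 active = inhibition above the mean inhibition across every tested compound plus 3 SD, cut at about 22% in these data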;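 also: 0% = DMSO only wells and the 100% control is not disclosed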
NOD2-RIPK2 inh: NOD2-RIPK2 protein interaction inhibition; O43353; CHO BLA complementation NOD2-RIPK2, CCF4 ratio; inhibition, % at 4.98 µM; hit rate 0.38% among 360,000; in the data active = inhibition above about 21%;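 also: 0% = vehicle only and 100% = reference blocker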
TLR9-MyD88 block: TLR9-MyD88 interaction inhibition; Q9NR96+Q99836; CHO BLA complementation TLR9-MyD88, CCF4 FRET ratio; inhibition, % at 4.98 µM; hit rate 0.21% among 340,000;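 active = inhibition above the mean over all tested compounds plus 3 SD, cut at about 21% in these data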;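 also: 0% = DMSO only wells and 100% = clavulanate BLA inhibitor control wells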
TWEAK Fn14 block: blocks TWEAK-Fn14 interaction in a reporter cell assay | inhibition, % at 10 µM | TWEAK-stimulated Fn14 reporter cells, luciferase luminescence, 8 h | AID 1159606 | hit rate 2% among 360,000; in the data active = inhibition above about 50%
* marks the source's active call; other numbers are inactive results; · = not tested or not shown. A portion of the library, so the mix of outcomes need not match the whole.

Start of the data: the first five compounds, ahead of the listing:
SMILES	TROY NFkB inh	COUP-TFII inh	NR5A2 inv ag	Exocytosis inh	NCOA2 inhibitor	SRC3 inh	SRC1 inh	ABHD5-PLIN5 inh	NOD2-RIPK2 inh	TLR9-MyD88 block	TWEAK Fn14 block
Cc1ccc(C23OCCN2CCn2nc4ccccc4c23)cc1 (stereo unspecified)	0	-2	-1	-2	-13	8	8	6	4	0	0
Cc1cccc(NC(=O)CN(C)S(=O)(=O)c2ccc(Cl)cc2)n1	-13	-13	5	-4	15	13	-2	-3	-15	4	7
CCOC(=O)C1=C(C)c2ccccc2N(S(=O)(=O)C(F)(F)F)C1C(=O)OCC (stereo unspecified)	-13	2	-1	-9	-10	1	-2	4	-10	-3	-5
Cc1ccc(NC(=O)c2cc(S(=O)(=O)NCCC3=CCCCC3)ccc2F)cc1F	38	40*	28	21	21	27	22	17	2	6	48
O=C(NCC(c1ccco1)N1CCCC1)c1cccc(NS(=O)(=O)c2ccc(Br)cc2)c1 (stereo unspecified)	-23	-12	-5	1	-6	-5	-13	-8	-1	2	6

All compounds of this part, from the start:
SMILES	TROY NFkB inh	COUP-TFII inh	NR5A2 inv ag	Exocytosis inh	NCOA2 inhibitor	SRC3 inh	SRC1 inh	ABHD5-PLIN5 inh	NOD2-RIPK2 inh	TLR9-MyD88 block	TWEAK Fn14 block
Cc1ccc(C23OCCN2CCn2nc4ccccc4c23)cc1 (stereo unspecified)	0	-2	-1	-2	-13	8	8	6	4	0	0
Cc1cccc(NC(=O)CN(C)S(=O)(=O)c2ccc(Cl)cc2)n1	-13	-13	5	-4	15	13	-2	-3	-15	4	7
CCOC(=O)C1=C(C)c2ccccc2N(S(=O)(=O)C(F)(F)F)C1C(=O)OCC (stereo unspecified)	-13	2	-1	-9	-10	1	-2	4	-10	-3	-5
Cc1ccc(NC(=O)c2cc(S(=O)(=O)NCCC3=CCCCC3)ccc2F)cc1F	38	40*	28	21	21	27	22	17	2	6	48
O=C(NCC(c1ccco1)N1CCCC1)c1cccc(NS(=O)(=O)c2ccc(Br)cc2)c1 (stereo unspecified)	-23	-12	-5	1	-6	-5	-13	-8	-1	2	6
CCOc1ccc(S(=O)(=O)N2CCN(C(=O)c3ccc(Cl)c(S(=O)(=O)N4CCOCC4)c3)CC2)cc1	14	7	-15	4	4	-3	-20	16	0	4	14
COc1ccc(Br)cc1CNC(=O)C1CCN(C(=O)N(C)C)CC1	19	-1	-1	1	21	17	17	0	-7	10	-1
CC1CCCCC12NC(=O)N(CC(=O)OCc1ccccc1Cl)C2=O (stereo unspecified)	7	-1	-4	-3	19	6	14	-13	-7	4	5
Cc1ccc2nc(SCC(=O)NCc3cccs3)[nH]c2c1	-2	-9	1	0	2	8	-7	-2	0	-5	5
Cc1ccc(/C=C/S(=O)(=O)NCC(=O)OCC(=O)Nc2ccc(C(=O)N(C)C)cc2)cc1	-12	-19	-1	3	-15	10	-5	3	2	-2	7
Cc1ccc(C)c(-c2cc(C(=O)NC3CC3)c3ccccc3n2)c1	16	-6	-26	-13	-12	3	-12	-3	0	3	-12
CC(=O)NS(=O)(=O)c1ccc(NC(=O)c2ccc(Br)o2)cc1	-2	14	5	2	-9	-13	-20	2	-4	9	3
NC(N)=Nc1nc(-c2ccccc2)c2ccccc2n1	3	15	14	8	-19	20	20	5	-9	6	-14
O=C(c1cnccn1)N1CCN(S(=O)(=O)c2cccc(Cl)c2)CC1	-11	-11	12	-4	19	-1	-15	9	-3	-1	31
Cc1ccc(NC(=S)N(C)Cc2cn(C)c3ccccc23)cc1	-2	-7	4	-4	22	21	-3	2	-12	-6	-11
O=S(=O)(c1ccccc1)N1CCNc2ccccc21	-16	6	13	-1	-24	5	-2	4	-8	-1	4
CCSc1nnc(C)c(=O)n1COC(=O)c1ccc(S(=O)(=O)N2CCCC2)cc1	-3	0	-27	4	16	-14	4	6	-3	7	3
O=C(COc1coc(CN2CCN(c3ccccc3F)CC2)cc1=O)NC1CCCCC1	-20	-9	-2	8	-9	-8	-11	0	2	-8	2
N#Cc1ccc(C(=O)Nc2cccc3ccccc23)c(F)c1	-12	9	0	1	-19	14	-1	8	-2	1	-17
CCNc1c(NC(=O)c2ccc3c(c2)OCO3)c(=O)oc2ccccc12	-20	9	9	-1	-4	11	-5	-4	-13	4	21
COc1ccccc1NCCC(=O)OCC(=O)NCc1ccco1	-35	5	-10	-2	-1	1	-6	-3	-1	-1	-27
Cc1onc(-c2c(F)cccc2Cl)c1C(=O)OCC(=O)NCc1ccco1	54*	14	-3	-5	21	-5	-6	-4	-9	5	6
CCN(C(=O)COC(=O)/C=C/c1ccccc1Cl)c1c(N)n(Cc2ccccc2)c(=O)[nH]c1=O	10	-2	-12	-1	-2	-4	-13	-5	-3	-5	-8
CC(=O)Cc1nsc(NC(=O)c2ccc(COc3cccc(C)c3)o2)n1	-15	-2	-4	-6	-18	13	9	2	0	2	7
CCCN(CC(=O)Nc1ccc(F)c(F)c1F)C(=O)c1cc([N+](=O)[O-])ccc1N1CCOCC1	-7	-2	-14	-2	-41	2	-4	3	-4	5	-22
Cc1ccc(-c2cc(NC=O)c3ncc(-c4cnn(C)c4)n3c2)cc1	-19	-18	46	-5	24	-17	2	0	9	·	2
COc1ccc(C2C(C#N)=C(N)N(c3cccnc3)C3=C2C(=O)CC(C)(C)C3)cc1OC (stereo unspecified)	-36	5	12	2	7	-5	6	0	-2	-4	-19
COc1ccccc1CNc1ncc(-c2ccccc2)n1C	38	8	-7	-3	-11	7	-13	0	3	-3	-2
CN(Cc1cnccn1)C(=O)CC1C(=O)NCCN1Cc1cccc(Oc2ccccc2)c1 (stereo unspecified)	-11	12	3	0	18	16	6	-1	2	-1	7
CCCCn1c(CNC(=O)C(C)(C)C)nc2ccccc21	-9	-10	3	-4	6	5	-15	-4	-5	7	-7
CC(=O)C1(O)C(C)CC2C3CCC4CC(O)CCC4(C)C3=CCC21C (stereo unspecified)	-1	-4	0	-1	13	1	-18	2	-5	15	-9
COC(=O)CC1C(=O)NCCN1C(=O)c1c(F)cccc1F (stereo unspecified)	9	8	8	-13	-6	-15	16	-9	-3	-7	20
O=C(COc1ccc(Cl)cc1)NCc1nnc(SCC(=O)N2CCCc3ccccc32)o1	-9	-19	17	3	-41	18	-19	-4	-2	7	10
COc1cccc(CN(C)C(=O)CCN=C2NS(=O)(=O)c3ccccc32)c1	-1	-3	-3	4	-26	-11	-13	-6	-5	-4	14
O=C1c2ccccc2NC2(CCCC2)N1O	-2	9	-9	-2	-17	-2	-2	0	-14	10	-11
O=C(Nc1cccc2c1CCCC2)c1ccc(F)cc1	-15	3	-11	-4	-23	10	-12	1	-5	-9	-11

Individual results from the entries so far.
Entry for COc1ccccc1CNc1ncc(-c2ccccc2)n1C in SRC1 inh: -13
Entry for CC(=O)C1(O)C(C)CC2C3CCC4CC(O)CCC4(C)C3=CCC21C (stereo unspecified) in SRC1 inh: -18
Entry for O=C(Nc1cccc2c1CCCC2)c1ccc(F)cc1 in TLR9-MyD88 block: -9
Entry for COc1cccc(CN(C)C(=O)CCN=C2NS(=O)(=O)c3ccccc32)c1 in SRC3 inh: -11
Entry for CN(Cc1cnccn1)C(=O)CC1C(=O)NCCN1Cc1cccc(Oc2ccccc2)c1 (stereo unspecified) in Exocytosis inh: 0

(continued)
SMILES	TROY NFkB inh	COUP-TFII inh	NR5A2 inv ag	Exocytosis inh	NCOA2 inhibitor	SRC3 inh	SRC1 inh	ABHD5-PLIN5 inh	NOD2-RIPK2 inh	TLR9-MyD88 block	TWEAK Fn14 block
COc1cc(OC)cc(C(=O)N2CCN(C(=O)c3ccc(OC)c(OC)c3)CC2)c1	9	-8	-10	0	0	18	-3	-3	-7	-1	-28
CN(/N=C/c1ccc(O)cc1O)c1nc(-c2ccccc2)cc(-c2ccccc2)n1	19	-9	5	-4	16	-22	9	-7	-11	-22	-1
CC(C)CC(=O)NC(=S)Nc1ccc(N2CCCC2)c(Cl)c1	-9	-3	-24	15	-37	-5	-13	-11	2	·	-48
O=C(COc1ccccc1F)Nc1c2c(nn1-c1ccccc1)CS(=O)(=O)C2	13	4	8	-1	14	7	-6	0	-7	-6	-10
CCN(CC)CCNC(=O)C1(O)c2cc(Br)ccc2NC(=O)N1c1ccccc1 (stereo unspecified)	-9	0	5	0	-41	1	12	2	-7	-2	-6
O=C(C1CCC(=O)N(C2CC2)C1)N1CCC(Oc2cccc(F)c2)CC1 (stereo unspecified)	-5	-1	18	-1	12	14	9	5	-5	-2	-8
CCCOc1ccccc1NS(=O)(=O)c1ccc2[nH]c(=O)[nH]c2c1	4	-7	-15	-8	-8	-29	2	2	-9	-1	21
O=C(NC1=NCCS1)c1csc2ccccc12	-55	-70	-158	0	-22	-93	-179	-1	-18	-1	21
Cc1ccc(Nc2nc(=O)[nH]nc2C)cc1	6	16	-1	0	-9	3	-6	5	0	4	-14
O=C(CC1SC(N2CCCCC2)=NC1=O)Nc1cccc(C(=O)NCc2ccccc2)c1 (stereo unspecified)	-1	5	-4	1	1	1	8	2	0	6	8
CCCN(C(=O)CSc1n[nH]c(-c2ccc(OC)cc2)n1)c1c(N)n(Cc2ccccc2)c(=O)[nH]c1=O	-10	9	-5	-1	0	-36	5	14	1	3	6
CC1CC(C)CN(C(=O)C2CCC(CNc3c(N4CCCCC4)c(=O)c3=O)CC2)C1 (stereo unspecified)	25	-1	-1	-3	-2	-5	-8	-7	-9	5	-23
CCC(c1nnc(SCC(=O)N(C)c2ccccc2)n1Cc1ccccc1)N(C)C (stereo unspecified)	5	10	8	-2	-30	-5	-6	2	-6	-8	3
Cc1cccc(NC(=O)c2cc(=O)c3ccccc3o2)n1	-53	-41	-56	-1	-63	-38	-40	1	-7	-1	-12
O=C(O)C1C2C=CC(C2)C1C(=O)N1CCc2ccccc21 (stereo unspecified)	-3	-4	-3	0	-2	9	-6	-1	-4	-6	-1
